Tat transport: E. coli Tat export inhibitors, primary screen, MC4100, TorA-mCherry reporter, fluorescence, single point | inhibition, % at 10 µM | hit rate 0.036% among 340,000 | AID 488895, 2010;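 active = mean replicate inhibition at least 50% and at least half of replicates individually reaching 50%; inconclusive = only one of the two criteria met; inactive = neither criterion met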;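 also: exported cargo escapes ClpAP degradation while cytoplasmic cargo is degraded and loses fluorescence; 0% = median of neutral control wells and 100% = median of NaSCN control wells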
AddAB inh: growth inhibition of E. coli expressing H. pylori AddAB, primary screen, AddAB inhibitor project, absorbance; AID 435030, 2010; inhibition, % at 11.9 µM; hit rate 0.29% among 330,000; in the data active = inhibition above about 12%;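 also: 0% = vehicle wells of infected cells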
HTR5A inv ctr: HTR5A inverse agonists in luminescence cell assay, primary screen, counter-screen for OPRM1-OPRD1 heterodimer inverse agonist project, full-deck HTS. 5-hydroxytryptamine receptor 5A (Homo sapiens), P47898. HTR5A cell line, inverse agonism. inhibition, % at 9.3 µM. hit rate 0.083% among 340,000. AID 504634, 2011; in the data active = inhibition mostly above about 23%, no sharp cut-off; inactive = mostly below about 18%;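 also: 0% = cells with DMSO and 100% = no-cell wells with DMSO; some compounds called inactive have numbers as strong as hits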
PfHsp90 set2: growth inhibition of PfHsp90-expressing yeast, primary screen, antimalarial PfHsp90 inhibitor project, S. cerevisiae, BacTiter-Glo luminescence, single point, set 2; inhibition, % at 9.4 µM; BacTiter-Glo ATP, 48 h; yeast lacking PDR1 and PDR3 efflux regulators; AID 504621, 2011; hit rate 0.32% among 310,000;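 active = every replicate shows inhibition above about 80%, whatever the replicate mean, limit read from the data; inconclusive = mean inhibition reaches the set limit but some replicate falls short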;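 also: 0% = DMSO neutral controls and 100% = 20 µM radicicol positive controls; yeast relying on Plasmodium falciparum Hsp90 in place of its own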
phage Ecoli inh: growth loss of phage-infected E. coli, primary screen, RecBCD inhibitor project, absorbance, with phage, HTS | hit rate 0.26% among 360,000 | AID 651602, 2012 | inhibition, % at 11.9 µM; in the data active = inhibition above about 11%
PKA-R2B activ: activators of PKA-R2B holoenzyme, primary screen, biochemical, fluorescence polarization, Cy5-IP20, human. cAMP-dependent protein kinase catalytic subunit beta (Homo sapiens) + cAMP-dependent …. PKA-R2B holoenzyme dissociation; R2B truncated from residue 108, S112A mutant; 0% DMSO only, 100% 113 µM cGMP. activation, % at 11.4 µM. hit rate 0.079% among 340,000. AID 504700, 2011;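 active = activation above a cutoff set at the mean over all compounds plus 3 SD, cut at about 18% in these data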;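 also: higher means more holoenzyme dissociation and a rise in polarization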
MOR-DOR ag: agonists of OPRM1-OPRD1 heterodimerization, primary screen, cell-based, luminescence; Mu-type opioid receptor (Homo sapiens) + Delta-type opioid receptor (Homo sapiens), …; cells; activation, % at 9.3 µM; hit rate 0.3% among 340,000; in the data active = activation above about 18%;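 also: 0% = vehicle-treated cells and 100% = reference agonist; values of inactives mirror those of a sister screen read the other way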
Target sequence (P35372 whole entry, looked up): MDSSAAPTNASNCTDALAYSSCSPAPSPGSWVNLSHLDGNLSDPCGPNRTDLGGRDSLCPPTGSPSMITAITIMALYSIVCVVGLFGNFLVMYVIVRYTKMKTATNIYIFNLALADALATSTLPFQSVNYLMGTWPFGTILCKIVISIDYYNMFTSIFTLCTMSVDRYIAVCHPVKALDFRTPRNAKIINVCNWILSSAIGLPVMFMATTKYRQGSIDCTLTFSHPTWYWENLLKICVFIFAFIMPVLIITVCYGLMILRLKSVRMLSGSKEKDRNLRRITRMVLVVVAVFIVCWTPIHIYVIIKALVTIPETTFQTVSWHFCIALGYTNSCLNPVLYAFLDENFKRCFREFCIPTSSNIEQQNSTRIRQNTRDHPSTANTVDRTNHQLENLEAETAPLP
Target sequence (P41143 whole entry, looked up): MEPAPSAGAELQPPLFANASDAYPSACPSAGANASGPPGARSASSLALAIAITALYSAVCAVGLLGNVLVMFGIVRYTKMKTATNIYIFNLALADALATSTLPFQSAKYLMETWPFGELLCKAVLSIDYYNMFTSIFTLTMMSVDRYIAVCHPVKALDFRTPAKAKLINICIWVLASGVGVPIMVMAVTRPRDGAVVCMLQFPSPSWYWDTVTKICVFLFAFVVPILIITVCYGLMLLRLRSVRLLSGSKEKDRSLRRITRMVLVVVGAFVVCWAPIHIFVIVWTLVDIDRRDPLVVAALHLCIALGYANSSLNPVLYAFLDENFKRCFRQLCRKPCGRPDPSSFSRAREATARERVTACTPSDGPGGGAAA
Mot1-301 SUMO: yeast Mot1-301 growth rescue at high temperature, primary screen, SUMOylation pathway inhibitor project, S. cerevisiae, ATP luminescence, 38.5C; S. cerevisiae Mot1-301 growth rescue; percent above DMSO median, 100 means doubled; growth rescue, % at 18.8 µM; hit rate 1% among 320,000; AID 2716, 2010;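 active = every valid replicate shows activation above 250% relative to neutral control wells; inactive = the rest, any valid replicate at or below 250%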;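 also: OY570 slx delta 5 strain wells were the positive control but not used for scaling; some compounds called inactive have numbers as strong as hits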
PKA-R1A act: activators of PKA-R1A holoenzyme, primary screen, biochemical, fluorescence polarization, Cy5-IP20, bovine R1A, mouse PKAc; hit rate 0.083% among 340,000; cAMP-dependent protein kinase type I-alpha regulatory subunit (Bos taurus) + …; PKA-R1A dissociation; scaled: DMSO 0%, 113 µM cGMP 100%; activation, % at 11.4 µM;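 active = percent activation above the mean of all tested compounds plus 3 SD, cut at about 19% in these data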;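 also: higher means more PKAc released from R1A so a rise in polarization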
E coli growth: E. coli V3065 growth inhibition, primary screen, counter-screen for AddAB inhibitor project, absorbance, OD600. hit rate 0.27% among 330,000. AID 449728, 2010. inhibition, % at 11.9 µM. 18 h;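 active = inhibition above the campaign's mean inhibition across all tested compounds plus 3 SD, cut at about 9.9% in these data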;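 also: uninfected addAB+ strain grown without phage in ampicillin broth; 0% = DMSO wells and 100% = ciprofloxacin 0.95 µg/ml wells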
MOR-DOR inv ag: inverse agonists of MOR-DOR heterodimerization, primary screen, cell-based, luminescence; Mu-type opioid receptor (Homo sapiens) + Delta-type opioid receptor (Homo sapiens), …; cell-based MOR-DOR heterodimer luminescence, inverse agonism; inhibition, % at 9.3 µM; hit rate 0.21% among 340,000; AID 504357, 2011; in the data active = inhibition above about 22%, passing the limit was not always enough;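 also: 0% = cells with DMSO and 100% = wells without cells with DMSO; values of inactives mirror those of a sister screen read the other way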
* hit, by the source's call; i = inactive; ? = inconclusive; . = no result given.

SMILES | Tat transport | AddAB inh | HTR5A inv ctr | PfHsp90 set2 | phage Ecoli inh | PKA-R2B activ | MOR-DOR ag | Mot1-301 SUMO | PKA-R1A act | E coli growth | MOR-DOR inv ag
CCN1CCN(c2cc(=O)n(Cc3ccc(F)cc3)c(=O)[nH]2)CC1 | 6 | 5.5 | 4 | -3 | 3.1 | 1 | 0.3 | 0 | -7 | 0.6 | -2
Cc1cc(C)cc(OCC(=O)NNC(=O)CN2C(=O)c3ccccc3C2=O)c1 | 0 | 1.3 | -8 | 0 | 3.8 | -8 | -0.8 | -9 | -12 | -1.7 | 4
COc1ccc(NC(=O)c2ccc(C)cc2Cl)c([N+](=O)[O-])c1 | 3 | 1.9 | -36 | 0 | 1.1 | 9 | 9.0 | 29 | -5 | 0.0 | -38
C[C@H](NC(=O)c1nc[nH]c1C(=O)NCCCCCNC(=O)OC(C)(C)C)c1ccccc1 | ? | -1.6 | -14 | . | 0.6 | -6 | 1.8 | -8 | -7 | 1.2 | -10
Cn1c(=O)c2c(-c3cccc(Br)c3)c(C#N)c(N)nc2n(C)c1=O | -2 | -0.3 | 0 | 7 | -0.5 | -3 | -3.5 | -2 | -1 | -1.1 | 18
Cc1ccc(CC(=O)N2CCOCC2)cc1 | -16 | -1.3 | 3 | 1 | 0.6 | -3 | -2.6 | -9 | -7 | 0.3 | 15
Cc1sc2nc(CN3CCCC3)nc(N3CCN(S(=O)(=O)c4ccccc4)CC3)c2c1C | 3 | -3.0 | 11 | -33 | -0.3 | 6 | -3.4 | -10 | -8 | -5.1 | 18
Cc1ccc(C(=O)Nc2ncc3c(n2)CC(c2ccco2)CC3=O)cc1 (stereo unspecified) | -10 | 4.2 | 19 | 13 | -1.6 | 10 | 2.1 | -1 | -1 | -1.0 | -11
CCCc1nc2sc3c(=O)n(N)cnc3c2c2c1CCCC2 | -5 | 1.1 | 3 | . | 3.4 | -10 | 0.8 | 48 | 5 | -0.6 | -5
CCc1cc2cc3c(cc2nc1SCC(=O)Nc1nccs1)OCO3 | 3 | 1.9 | 29 | -20 | 0.5 | -3 | -0.9 | -5 | 5 | 0.2 | 4
CC(C)C[C@H](NC(=O)N1CC(=O)Nc2ccccc21)C(=O)N[C@H](Cc1ccccc1)C(=O)O | 10 | 0.8 | 6 | -9 | 1.5 | 2 | -1.8 | 1 | 14 | -3.3 | 9
CCN(C(=O)CSc1cccc[n+]1[O-])c1ccccc1 | -6 | 0.0 | 0 | -22 | 1.5 | 4 | -4.6 | 19 | -5 | -0.4 | 20
CC(C)COP(=O)(c1ccc(N(C)C)cc1)C(O)c1cccnc1 (stereo unspecified) | -3 | 3.3 | -37 | -47 | -1.0 | 2 | 1.3 | -10 | -1 | -2.0 | -6
Cc1oc(-c2ccc(-c3ccccc3)cc2)nc1CN1CCN(CC(=O)N(C)C)CC1 | 9 | -3.8 | -9 | 21 | 4.0 | -3 | -1.6 | -7 | 3 | -3.2 | 8
COc1cccc(CN(C)CC(=O)NCc2ccccc2Cl)c1OC | 4 | -0.7 | -5 | . | 2.8 | 7 | 0.8 | 11 | -7 | -1.4 | -4
CCN(CC)c1ccc(N=Cc2ccc([N+](=O)[O-])o2)cc1 | -1 | 12 | -4 | 18 | 4.9 | -69 | 3.8 | -3 | -76 | 5.0 | -20
COc1ccc(C(=O)NC2(C(F)(F)F)C(=O)Nc3c2c(=O)[nH]c(=O)n3CCc2ccc(OC)c(OC)c2)cc1 (stereo unspecified) | ? | 0.7 | 6 | -46 | 3.3 | -1 | -2.6 | . | 3 | -1.7 | 13
CCOc1ccc(CN2CCN(Cc3cccc4c3OCO4)CC2CCO)cc1 (stereo unspecified) | -2 | 1.4 | 5 | 17 | 1.6 | -2 | -2.9 | 10 | -3 | -1.8 | 13
COC(=O)c1sccc1NC(=O)Cn1nnc(-c2ccccc2C)n1 | 0 | 0.2 | 5 | . | 1.7 | -9 | 0.6 | -7 | -10 | -1.8 | -3
CN1CCN(C(=S)c2cn(CCOc3ccccc3F)c3ccccc23)CC1 | 2 | 1.9 | 18 | 7 | -0.8 | 0 | -0.3 | 8 | 2 | 1.1 | 1
Cc1cccc(NC(=O)CCC(=O)NCCO)c1 | 1 | 0.2 | 13 | -2 | 0.0 | 2 | -1.9 | 40 | 6 | 0.8 | 10
O=C(Nc1ccccc1)c1ccc(N2CCN(c3ccccn3)CC2)c(S(=O)(=O)N2CCOCC2)c1 | -9 | 2.6 | -21 | . | 1.9 | -12 | -4.1 | 10 | -3 | -2.3 | 19
COC(=O)CN(c1ccccc1OC)S(=O)(=O)c1ccccc1 | 3 | 1.3 | 5 | . | 2.8 | 1 | -0.6 | -17 | -5 | -2.7 | 3
CC(C)CNC(=O)c1cccc(NC(=O)C2CCCO2)c1 (stereo unspecified) | 9 | 3.1 | 19 | 16 | 5.3 | -5 | -2.3 | 15 | 0 | 2.3 | 11
COc1ccc(Nc2cc(C(=O)NCCCN3CCN(C)CC3)c3ccccc3n2)cc1OC | 6 | 1.0 | 21 | -4 | 3.8 | 1 | -2.0 | 159 | 8 | 1.0 | 10
CN(C)CCCOC(=O)c1ccccc1 | 2 | -0.6 | -7 | 6 | 1.4 | -11 | -1.0 | -3 | -5 | 0.9 | 6
CCCCOC(=O)CSc1nc2c(cc1C#N)C(=O)CC(C)(C)C2 | 14 | 2.6 | -7 | -6 | 2.2 | 1 | 2.6 | -6 | 2 | 0.8 | -14
Cc1cccc(C)c1NS(=O)(=O)c1c(C(=O)N2CCCCC2)c(C)n(C)c1C | -6 | 4.4 | -9 | -11 | 2.2 | 0 | 0.7 | -6 | 0 | 0.2 | -4
COCc1c(C(=O)OCC(=O)N2c3ccccc3CC2C)oc2ccccc12 (stereo unspecified) | 14 | 1.1 | 2 | . | 1.8 | -5 | 0.8 | -13 | -3 | -0.5 | -5
Cn1c(=O)c2c(nc(SCc3ccc(C(=O)O)cc3)n2C)n(C)c1=O | -7 | -1.7 | -9 | 21 | 0.9 | -1 | -1.2 | -12 | -7 | -0.5 | 5
CCNC(=O)COC(=O)c1cc(C)n(-c2ccccc2)c1C | 3 | 5.2 | 10 | 13 | -0.8 | -7 | -1.4 | i | -8 | 2.0 | 8
COc1ccc([C@H]2CC(=O)C=C(c3ccc(-c4ccccc4)cc3)C2)cc1OC | 1 | 0.1 | -26 | 4 | 0.6 | -11 | -2.6 | 0 | 3 | -0.7 | 15
CCOC(=O)/C=c1\s/c(=C\c2ccc3cc(OC)ccc3c2)c(=O)n1CC(=O)NCc1ccc2c(c1)OCO2 | -2 | 2.8 | -17 | -1 | 1.7 | -4 | -3.6 | 9 | -11 | 1.0 | 17
COc1ccc(NC(=O)c2ccco2)cc1NC(=O)c1cccnc1 | 0 | -0.1 | -24 | . | 0.2 | 9 | -2.9 | 12 | -9 | 0.4 | 16
O=C(CNC(=O)/C=C/c1ccco1)N=Nc1c(O)[nH]c2ccccc12 | 3 | 1.5 | 29 | 18 | 1.0 | -2 | -3.9 | -1 | 3 | -1.1 | 20
Cn1c(=O)c2nc(SCc3ccccc3)n(C)c2n(C)c1=O | 7 | . | 3 | . | 3.0 | -1 | -2.2 | . | -2 | . | 11
N#Cc1cc2c(=O)n3ccccc3nc2n(CCCn2ccnc2)c1=N | 0 | 1.9 | 5 | 11 | 0.3 | -6 | -2.8 | -13 | 0 | 2.0 | 17
Cc1csc(=O)n1CC(=O)OCC(=O)NNC(=O)c1ccc([N+](=O)[O-])cc1 | -7 | 2.2 | -2 | -5 | -0.5 | 0 | 2.0 | 39 | -8 | 0.4 | -13
COCCN(C(=O)CSc1nnc(C)n1Cc1ccccc1)c1c(N)n(CC(C)C)c(=O)[nH]c1=O | 0 | -1.4 | -2 | 3 | 2.3 | 0 | -0.6 | -5 | -5 | -1.5 | 3
COc1ccc(CCC(=O)N2CCN(S(=O)(=O)c3cccs3)CC2)cc1 | -6 | . | -4 | -5 | 1.5 | 8 | -0.5 | . | -2 | . | 4
c1ccc(-c2cnc(-c3cccnc3)o2)cc1 | -4 | 0.2 | -2 | 4 | 3.1 | 0 | -2.6 | 11 | 0 | -2.8 | 11
CCCNC(=O)CCn1cc(-c2ccc(OC)cc2)nc1CCN | 3 | -0.3 | 6 | -2 | 2.5 | 2 | -1.4 | -6 | -6 | 0.0 | 8
O=C1NCCN(Cc2ccoc2)C1CC(=O)N(CCO)Cc1ccccc1 (stereo unspecified) | -15 | 0.2 | 18 | 1 | 4.9 | -7 | -2.0 | -12 | 10 | -4.0 | 10
O=[N+]([O-])c1cccc(Nc2nc(Cl)nc(Cl)n2)c1 | -4 | -0.5 | 7 | 6 | 4.3 | -8 | -3.8 | 8 | -5 | -0.5 | 18
O=C(NCCCN1CCc2ccccc2C1)Nc1ccc(Cl)cc1 | 7 | 0.2 | -2 | 5 | 3.4 | 0 | -1.5 | 3 | -2 | 0.0 | 8
CC(C)c1c(C(=O)N/N=C/c2ccc(OCc3ccccc3)cc2)nnn1-c1nonc1N | -4 | 4.4 | -4 | -10 | 0.6 | 3 | 2.4 | -6 | 1 | -0.8 | -13
O=C1C2CCC(C(O)C2)N1Cc1ccccc1 (stereo unspecified) | 0 | 2.5 | 5 | . | 2.5 | 4 | -1.7 | -4 | -6 | -0.3 | 10
CC(C)NC(=O)NC(=O)COc1ccc(Br)cc1Br | 11 | 2.9 | -20 | -43 | 4.1 | 4 | 5.3 | -1 | 6 | 0.4 | -28
Cc1ccc(C)c(OCc2nnc(N)s2)c1 | 2 | 2.7 | 26 | -2 | 1.7 | 9 | 0.7 | 7 | 9 | 0.6 | -4
COc1ccc(Nc2oc(COc3cccc(C)c3)nc2C#N)cc1 | 1 | 0.9 | 2 | -10 | 1.0 | 2 | 2.4 | -14 | -15 | 0.9 | -15
COc1cccc(CC(=O)n2nc(N)c3cc4ccc(OC)cc4nc32)c1 | -2 | -1.5 | 4 | -3 | 2.4 | -9 | 1.6 | -6 | 3 | -1.5 | -8
CC1CN(C(=O)c2cccc(S(=O)(=O)Nc3ccccc3Cl)c2)CC(C)O1 (stereo unspecified) | 1 | 0.1 | 8 | 1 | -1.0 | 1 | -2.1 | -10 | -5 | 1.1 | 11
CC(C(=O)N(C1CC1)C1(C(=O)Nc2ccccc2)CCCC1)N1C(=O)c2ccccc2C1=O (stereo unspecified) | -8 | 1.5 | -32 | 3 | 2.3 | -9 | 0.4 | -6 | 12 | 0.7 | -2

Rows were taken by chance (roughly 2.2% active in at least one column).
